Bioassay records as filed in PubChem BioAssay.
OX1R antag-1: antagonists of human orexin 1 receptor (OX1R); OX1R-expressing cells, FRET antagonist read-out; inhibition, % at 6.6 µM; actives 1.8% (n = 330,000); AID 485270, 2010; in the data active = inhibition mostly above about 38%, no sharp cut-off; inactive = mostly below about 40%;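 also: 0% = agonist challenge alone and 100% = reference antagonist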
Target sequence (O43613 whole entry, looked up): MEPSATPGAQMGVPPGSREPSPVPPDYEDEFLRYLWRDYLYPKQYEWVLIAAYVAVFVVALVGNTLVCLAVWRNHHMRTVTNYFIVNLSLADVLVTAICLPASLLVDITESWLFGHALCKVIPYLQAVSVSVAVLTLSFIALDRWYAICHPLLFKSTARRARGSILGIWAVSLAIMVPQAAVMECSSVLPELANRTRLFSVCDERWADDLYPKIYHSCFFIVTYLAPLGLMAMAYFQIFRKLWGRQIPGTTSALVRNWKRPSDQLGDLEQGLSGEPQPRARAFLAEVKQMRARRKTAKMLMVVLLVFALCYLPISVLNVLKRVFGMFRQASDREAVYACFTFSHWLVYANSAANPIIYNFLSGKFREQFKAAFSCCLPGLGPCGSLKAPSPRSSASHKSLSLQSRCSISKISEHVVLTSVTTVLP
OX1R antag-2: OX1R (HCRTR1) antagonists, primary screen, fluorescence, CHO/OX1R cells, Fluo-8 calcium, orexin A; AID 434989, 2010; Orexin/Hypocretin receptor type 1 (Homo sapiens), O43613; inhibition, % at 5 µM; Fluo-8 calcium fluorescence; actives 0.43% (n = 330,000);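 active = inhibition above its plate's threshold, mean inhibition of all tested compounds on the plate plus 3 SD, cut at about 37% in these data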;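 also: 0% = orexin A challenge wells and 100% = SB-334867-A antagonist wells; not every result past the cut was called active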
The depositor's hits bear a star. An unsorted share of the library. Share with any hit: about 2%.

SMILES	OX1R antag-1	OX1R antag-2
Nc1ccccc1SC1CC(=O)N(c2ccc(Cl)c(Cl)c2)C1=O (centres undefined)	7	24
CC(NS(=O)(=O)c1ccc(Cl)cc1)C(=O)NCc1ccco1 (centres undefined)	-2	1
O=c1ccc(-c2ccc(S(=O)(=O)Nc3cccc([N+](=O)[O-])c3)s2)n[nH]1	16	-14
O=C(Nc1cc(=O)[nH]c(=O)[nH]1)c1cccc(C(F)(F)F)c1	1	-3
CC(Cc1cnccn1)NC(=O)c1cc(COc2ccc(F)cc2F)on1 (centres undefined)	9	-8
O=C(O)c1cccc2c1/C(=N/Nc1ccc([N+](=O)[O-])cc1[N+](=O)[O-])c1ccccc1-2	6	3
COC(=O)c1c(NC(=O)CN2CCOCC2)sc2c1CCC(C)C2 (centres undefined)	14	-20
Cc1ccccc1Nc1nc(N)nc(CSc2ccccc2)n1	16	-12
CCOC(=O)CNC(=O)CSc1ncnc2c1cnn2-c1ccc(OC)cc1	19	-12
Fc1ccc2cnc(-c3ccccc3)c(-c3ccc(C(F)(F)F)cc3)c2c1	-1	-14
COc1cccc(/C=N/NC(=O)c2ccccc2)c1OS(=O)(=O)c1ccccc1	26	-4
Cc1ccc(NC(=O)C2CCN(C(=O)c3ccco3)CC2)cc1	5	1

Other records:
SMILES	OX1R antag-1	OX1R antag-2
O=S(=O)(Nc1ccc2oc(-c3ccccc3)nc2c1)c1ccccc1	38	-26
COc1ccc(Cn2c(SCc3ccc(C)cc3)nc3cc(OC)c(OC)cc3c2=N)cc1Cl	10	-7
Cc1ccc(C(=O)Nc2ccn(Cc3ccc(F)cc3)n2)o1	2	-17
Cn1nnc2cc(NC(=O)Nc3cccc(Cl)c3)ccc21	-5	2
CN1CCN(NC(=S)Nc2ccc(OC(F)F)cc2)CC1	5	-19
CCOC(=O)/C=C1\SCC(=O)N1Cc1nnc(-c2ccccc2Br)o1	36	-31
CN1C(=O)/C(=C/c2cc3c(cc2Br)OCO3)NC1=S	21	-4
O=C(Oc1oc(-c2ccco2)nc1C=Nc1ccccc1)c1ccoc1	18	3
NC(=O)NC(Cc1ccccc1)C(=O)O (centres undefined)	10	-20
CCn1c(SCC(=O)N=Nc2c(O)[nH]c3ccccc23)nnc1-c1ccc(C(C)(C)C)cc1	3	-5
CCC(=O)Nc1ccc(S(=O)(=O)Nc2cccc(C)c2)cc1OC	26	-9
O=C(Nc1ccc(NC(=O)c2ccc(Cl)c(S(=O)(=O)N3CCOCC3)c2)cc1)c1ccccc1	13	-5

Next entries
SMILES	OX1R antag-1	OX1R antag-2
COc1cccc(NC(=O)CCCN2C(=O)C3CC=CCC3C2=O)c1 (centres undefined)	11	-3
Cc1ccc(C)c(OCCCNCc2ccccc2)c1	5	-12
Cc1cc(C(F)(F)F)nc(SCC(=O)c2cccc([N+](=O)[O-])c2)n1	17	-16
O=C(COc1ccc([N+](=O)[O-])cc1)Nc1ccccc1N1CCCC1	12	-45
O=S(=O)(Nc1ncnc2sc3c(c12)CCC3)c1cc(F)ccc1F	22	-3
COc1cc2nc(SCc3c(C)noc3C)n(CCC3=CCCCC3)c(=O)c2cc1OC	22	-50
COc1ccc([C@H]2CC(=O)C=C(c3ccc(-c4ccccc4)c(F)c3)C2)cc1	8	1
Cn1c(SCc2ccc(C(C)(C)C)cc2)nnc1C1COc2ccccc2O1 (centres undefined)	2	-16
O=C(O)c1cc(-c2ccco2)nn1-c1cccc(Cl)c1	9	-4
CS(=O)(=O)c1ccccc1-c1nnc(NC(=O)CCS(=O)(=O)c2ccc(Cl)cc2)o1	16	-3
COc1ccc(CN(C)C(=O)c2cc(S(=O)(=O)NCc3ccccc3)ccc2C)c(OC)c1	33*	10
CC1CN(C(=O)C2(C)CC2(Cl)Cl)CC(C)O1 (centres undefined)	8	-2

The listing continues:
SMILES	OX1R antag-1	OX1R antag-2
CCOC(=O)c1[nH]c2ccc(OC)cc2c1NC(=O)c1ccc(OC)c(OC)c1	11	-29
CC[C@]12c3[nH]c4ccccc4c3CCN1C(=O)C(CC(=O)NC/C=C(\C)CCC=C(C)C)C[C@@H]2C(=O)N1CCN(C(=O)C2CC2)CC1 (some centres undefined)	-5	-5
Cc1nc2ccc(NC(=O)c3cc(S(=O)(=O)N4CCOCC4)ccc3C)cc2s1	18	-25
Cc1nc2c(N=Nc3ccccc3F)c(N)nn2c(N)c1C#N	57	-9
CC(C)Cc1ccc(C(=O)NCCOc2ccccc2)o1	19	-13
O=C1NC[C@H](c2ccccc2)OC(=O)[C@H](Cc2ccc(F)cc2)C/C=C\C[C@H]1CC(=O)N(CCO)Cc1ccccc1	54*	54*
O=C1CN(CC(=O)Nc2ccc(Cl)cc2)CCN1	10	-8
CCCC(=O)NC(C)c1nc2ccccc2n1CC (centres undefined)	23	-8
Cc1cc(C)n2nc(C(=O)Nc3cccnc3)nc2n1	23	2
CN(Cc1cc([N+](=O)[O-])ccc1Cl)C(=O)C[n+]1ccccc1	28	-13
COc1cc(OC)c(S(=O)(=O)Nc2ccccc2C(=O)O)cc1S(=O)(=O)Nc1ccccc1C(=O)O	4	8
COc1ccc(N2CCN(c3oc(COc4ccccc4Cl)nc3C#N)CC2)cc1	11	-17

(continued)
SMILES	OX1R antag-1	OX1R antag-2
CCC(=O)N1CCc2cc(S(=O)(=O)CCC(=O)N(C)c3ccc(OC)cc3OC)ccc21	8	-23
CC(C)(C)OC(=O)CN1C(=O)S/C(=C\c2ccc(-c3cccc(C(=O)O)c3)o2)C1=O	15	-13
Cc1ccc(CNC(=O)C2CCCN(c3nc4ccccc4o3)C2)cc1 (centres undefined)	16	-9
CCCCC1CCC(C(=O)N(C)CC(=O)Nc2cccc(F)c2)CC1 (centres undefined)	4	-20
CCN(CC)C(=O)C1CCCN(Cc2ccccc2C(F)(F)F)C1 (centres undefined)	4	-17
CCc1ccc2[nH]c(=O)c(C(c3nnnn3CC3CCCO3)N3CCCc4ccccc43)cc2c1 (centres undefined)	5	-28
COc1ccccc1-n1cnc2sc(C)c(C)c2c1=O	-6	-22
S=c1[nH]nc(-c2ccncc2)n1/N=C/c1ccccc1Cl	1	3
Cc1ccc(N=C2NC(=O)/C(=C/c3cccnc3)S2)cc1C	9	-7
COC(=O)c1cn(C(=O)c2cc(Br)ccc2Cl)c2ccccc12	2	-16
O=[N+]([O-])c1cccc(C(O)C23CN4CN(CN(C4)C2)C3)c1 (centres undefined)	13	-3
CCN(C(=O)COC(=O)CNC(=O)c1ccc(C)c(C)c1)C1CCS(=O)(=O)C1 (centres undefined)	5	1

Going on with the list.
SMILES	OX1R antag-1	OX1R antag-2
O=C(c1cc2cc(Cl)ccc2[nH]1)N1CCN(C(=O)c2ccco2)CC1	11	-23
CS(=O)(=O)c1ccc(-c2nnc(NC(=O)c3ccco3)o2)cc1	12	1
Cc1ccc(-c2cc(C(=O)NCc3cn(C)nc3C)c3cc(Br)ccc3n2)cc1	7	-18
CCCCN1CCN=C1N(C)C	14	-7
CCN1CCN(c2ccc(S(=O)(=O)N3CCOCC3)cc2NC(=O)c2ccc(C(F)(F)F)cc2)CC1	20	-17
O=c1cc(-c2ccc(O)cc2)oc2c1ccc1ccccc12	44*	-5
C/C(CC(=O)Nc1ccc2c(c1)OCCO2)=N\NC(=O)COc1ccc(C)cc1	12	-19
O=C(O)Cn1nc(-c2ccccc2)cc1-c1ccccc1	23	-1
O=C(CSc1ccccc1)NCC1(N2CCOCC2)CCCCC1	18	-20
COc1ccc(OC)c(C2CC(=O)Nc3cc(OC)c(OC)c(OC)c32)c1 (centres undefined)	21	-18
Cn1nc(C(F)(F)F)c2cc(C(=O)N3CCOCC3)sc21	10	-8
O=C(Nc1cccc(S(=O)(=O)N2CCCCC2)c1)c1cncc(Br)c1	-1	-27

Retrieved one by one from the list above:
SMILES	OX1R antag-1	OX1R antag-2
C/C(CC(=O)Nc1ccc2c(c1)OCCO2)=N\NC(=O)COc1ccc(C)cc1	12	-19
NC(=O)NC(Cc1ccccc1)C(=O)O (centres undefined)	10	-20

More records follow:
SMILES	OX1R antag-1	OX1R antag-2
COc1ccc(CNc2nc(-c3ccccc3)nn2C(=O)c2cccs2)cc1	9	-21
CCN(CC)c1ccc(C(=O)Nn2c(C)nc3ccccc3c2=O)cc1	0	-14
N#CCSc1ccc2nc(-c3ccccc3)cn2n1	19	-4
Cc1ccc(OCCN2C(=O)S/C(=C\c3ccc(C)o3)C2=O)cc1	8	-8
COc1ccc(OC)c(NC(=O)c2ccc(-n3cccn3)nc2)c1	19	-15
O=S(=O)(NCCN1CCOCC1)c1ccc(-c2ccc(S(=O)(=O)NCCN3CCOCC3)cc2)cc1	6	-5
CSc1ccccc1NC(=O)c1cc2ncc(Br)cn2n1	0	-16
CN(Cc1ccccc1)C(=O)c1nc2ccccn2c1CN1CCCC1c1nccs1 (centres undefined)	16	-43
CCNC(=O)CN1C(=O)NC2(CCCCCC2)C1=O	15	-6
COCC1=C(C(=O)OC)C(c2cccs2)n2ncnc2N1 (centres undefined)	2	-8
Cc1cc(C)c2c(CC(=O)N3CCCC3)coc2c1	19	-10
O=C1CSC(=S)N1/N=C/c1ccc(Cl)c([N+](=O)[O-])c1	12	-9

The list goes on:
SMILES	OX1R antag-1	OX1R antag-2
CC1(C)Cc2c(sc3nc4n(c(=N)c23)CCC4)CO1	7	-11
CC(=O)c1cccc(NC(=O)COC(=O)COc2ccc(Cl)cc2)c1	14	-8
CCOC(=O)c1cc(CC)sc1N1C(=O)CC(Sc2ccccc2C(=O)O)C1=O (centres undefined)	24	-19
O=C(CCc1nnc(CCCCc2ccccc2)o1)N1CCC(N2CCCC2)CC1	4	-7
O=C(Nc1cccc(S(=O)(=O)N2CCOCC2)c1)c1ccccn1	13	-12
O=C(COc1cccnc1[N+](=O)[O-])Nc1ccc(N2CCOCC2)cc1	31	1
O=C(N/N=C/c1ccccc1[N+](=O)[O-])c1ccncc1	29	-12
Nc1cccc(C(=O)O)c1	15	-12
COc1ccc(/C=C2\SC(N)=NC2=O)cc1Cl	12	-14
Cc1cccc(N2CCN(C(=O)C(NS(=O)(=O)c3cccs3)c3ccccc3)CC2)c1C (centres undefined)	11	-3
Cc1ccccc1S(=O)(=O)Cc1ccc(C(=O)NCCN2CCN(Cc3ccccc3)CC2)o1	9	-34
O=C(COC(=O)c1ccc(O)cc1)c1ccc(S(=O)(=O)N2CCCCC2)cc1	8	16

Full records, looked up by structure. Values in the order: OX1R antag-1 | OX1R antag-2
Profile of Cc1ccccc1S(=O)(=O)Cc1ccc(C(=O)NCCN2CCN(Cc3ccccc3)CC2)o1 = 9 | -34
Profile of O=C(COc1cccnc1[N+](=O)[O-])Nc1ccc(N2CCOCC2)cc1 = 31 | 1
Profile of CC(=O)c1cccc(NC(=O)COC(=O)COc2ccc(Cl)cc2)c1 = 14 | -8

(next part)
SMILES	OX1R antag-1	OX1R antag-2
O=C(NCc1n[nH]c(=S)n1-c1ccc(Cl)c(Cl)c1)c1ccc(S(=O)(=O)N2CCCCC2)cc1	14	-24
CC(C)CN1C(=O)C(=O)N(CC(=O)NC2CCCc3ccccc32)C1=O (centres undefined)	23	-7
CCOc1cc(C2C(C(=O)N3CCOCC3)=C(C)NC3=C2C(=O)CCC3)ccc1O (centres undefined)	11	-8
COC(=O)c1sccc1-n1cccc1C(=O)N1CCOCC1	-2	3
Cc1ccn(C(=O)c2cc3c(C)nn(-c4ccccc4)c3s2)n1	15	-31
CN1C2C=C3C(C#N)=C(N)C(C#N)(C#N)C(c4ccc(Br)cc4)C3C1CC2 (centres undefined)	5	-32
COc1ccc(NC(=O)C(=O)NCC2CCCN2S(=O)(=O)c2cccs2)cc1 (centres undefined)	11	-16
CC(c1ccccc1)N1CCn2c(nc3cc(NS(C)(=O)=O)ccc32)C1 (centres undefined)	14	-13
O=C(NCc1ccccc1)C(=O)Nc1cccc(C(=O)O)c1	18	10
NC(=O)c1ccccc1N/C=C/C(=O)c1ccc(Cl)cc1	38	-29
O=C1CC(N2CCC(c3nc4ccccc4o3)CC2)C(=O)N1c1ccc(F)cc1 (centres undefined)	8	-36
COc1ccc(CN2C(=O)c3ccccc3C2=O)cc1C(=O)O	0	-21

(listing goes on)
SMILES	OX1R antag-1	OX1R antag-2
CCOC(=O)c1[nH]c(C)c(C(=O)N2CCOCC2)c1C	12	1
COc1ccc(N2C(=O)NC(=O)C2=O)cc1	9	-10
COc1ccc(CCNC(=O)c2cnn(-c3ccc(C)c(C)c3)c2NC(=O)c2ccco2)cc1OC	6	-11
CCc1ccc(OC)c(S(=O)(=O)N2CCN(C(=O)c3ccco3)CC2)c1	4	-11
CC(Nc1n[nH]c(=O)[nH]c1=O)C(=O)N/N=C/c1cccs1 (centres undefined)	10	-14
COc1ccccc1C(=O)C1CCCN(Cc2cccc3nccnc23)C1 (centres undefined)	10	-27
Cc1cnc(C(=O)OCC(=O)NC(C)c2ccccc2)cn1 (centres undefined)	7	2
COc1ccccc1/C=C\C(=O)NCC(=O)N/N=C(\C)Cc1ccccc1	11	-13
CCn1c(C)nc2cc(C(=O)NNC(=O)Nc3cccc(Cl)c3)ccc21	16	-18
CCN1CCN(C(=O)CSc2cc(=O)n(C)c3ccccc23)CC1	8	-1
Cc1cccc(N2CCN(C(=O)/C=C/c3cccs3)CC2C)c1 (centres undefined)	19	-31
COc1ccc(Cl)cc1NC(=O)CSc1nnc(Cc2cccn2C)n1-c1ccc(F)cc1	18	-8
CCCC(=O)Nc1ccc(Cl)c(NC(=O)c2ccc(Br)o2)c1	15	-21
COc1ccc(CCNC(=O)CN(c2ccccc2)S(C)(=O)=O)cc1OC	10	-21
CCCC(C)NC(=O)C1CCN(S(=O)(=O)c2ccccc2)CC1 (centres undefined)	12	1
